Tn6 DDE FP: inhibitors of Tn6 peptide binding to fibrin DD(E), primary screen, biochemical, fluorescence polarization, human fibrin, Tn6 probe; Fibrin DD(E) TRITC-Tn6 fluorescence polarization displacement; 0.21% of 370,000 active; Fibrinogen beta chain (Homo sapiens), P02675; inhibition, % at 8.3 µM;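 active means inhibition above a per-campaign cutoff: mean of compounds within control limits plus 3 SD, cut at about 15% in these data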;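 further: 0% = median of all compound wells on the plate and 100% = blocking peptide control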
Target sequence (P02675 whole entry, looked up): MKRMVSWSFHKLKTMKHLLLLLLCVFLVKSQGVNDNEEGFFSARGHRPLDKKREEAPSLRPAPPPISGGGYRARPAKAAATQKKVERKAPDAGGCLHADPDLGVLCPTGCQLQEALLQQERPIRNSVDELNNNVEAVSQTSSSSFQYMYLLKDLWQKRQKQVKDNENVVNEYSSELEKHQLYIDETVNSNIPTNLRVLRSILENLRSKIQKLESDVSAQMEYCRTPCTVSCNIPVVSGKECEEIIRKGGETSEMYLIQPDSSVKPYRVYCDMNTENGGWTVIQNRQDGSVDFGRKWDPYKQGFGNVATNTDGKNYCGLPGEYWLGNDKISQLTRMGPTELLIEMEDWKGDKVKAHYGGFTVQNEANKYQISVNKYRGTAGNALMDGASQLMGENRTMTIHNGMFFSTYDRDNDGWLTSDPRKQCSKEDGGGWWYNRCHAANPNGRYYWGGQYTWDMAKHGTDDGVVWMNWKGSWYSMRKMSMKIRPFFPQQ
PLC-gamma1 inh: PLC-gamma1 enzyme inhibitors, primary screen, biochemical, fluorescence, purified enzyme. 1-phosphatidylinositol 4,5-bisphosphate phosphodiesterase gamma-1 (Homo sapiens), P19174. fluorogenic substrate. inhibition, % at 12.2 µM. 0.84% of 370,000 active. AID 720700, 2013; in the data active means inhibition above about 9.5%
LEDGF integ inh: blockers of LEDGF/p75-dependent integrase strand transfer – biochemical, TR-FRET, high throughput, primary screen; HIV-1 integrase (with human LEDGF/p75); 0.64% of 370,000 active; inhibition, % at 3.7 µM; TR-FRET IN-LEDGF/p75 DNA integration, Eu/Cy5;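 active means inhibition above the screen-wide mean plus 3 SD, cut at about 13% in these data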;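 further: signal is the Cy5 over europium emission ratio at 671 and 618 nm; 0% = plate median of compound wells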
ASAP1 inh: inhibitors of human ASAP1 ArfGAP activity, primary screen, biochemical, fluorescence polarization; Arf-GAP with SH3 domain, ANK repeat and PH domain-containing protein 1 (Homo sapiens), …; ASAP1-stimulated ARF1 GTP hydrolysis, GDP FP detection; inhibition, % at 16.5 µM; 0.19% of 360,000 active; in the data active means inhibition above about 25%;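 further: 0% = vehicle with enzyme and substrate and 100% = no enzyme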
proKLK7 act: proKLK7 zymogen activators, primary screen, biochemical, fluorescence intensity. Kallikrein-7 (Homo sapiens), P49862. purified proKLK7, EDANS-DABCYL substrate fluorescence; 100% is mature enzyme control, 0% vehicle. activation, % at 7 µM. 0.9% of 370,000 active;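 active means activation above the mean of all tested compounds plus 3 SD, computed per campaign excluding outliers beyond control limits, cut at about 13% in these data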
ARFGAP1 inhibitor: inhibitors of rat ARFGAP1 GAP activity, primary screen, biochemical, fluorescence polarization, GDP tracer | ADP-ribosylation factor GTPase-activating protein 1 (Rattus norvegicus), Q62848 | Arfgap1-stimulated ARF1 GTP hydrolysis, GDP FP detection | inhibition, % at 16.5 µM | 0.26% of 360,000 active;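 active means inhibition above a per-plate limit, mean inhibition of low control wells plus 3 SD, cut at about 25% in these data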;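 further: 0% = DMSO wells with enzyme and 100% = wells lacking Arfgap1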
Target sequence (Q62848 1-136 limits assumed): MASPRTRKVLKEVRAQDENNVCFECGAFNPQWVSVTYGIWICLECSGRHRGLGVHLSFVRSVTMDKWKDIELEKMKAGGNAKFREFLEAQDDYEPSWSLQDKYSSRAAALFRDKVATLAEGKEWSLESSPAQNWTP
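Material: rat Arfgap1 GAP domain (His6, aa 1-136), purified enzyme. Also added: human ARF1(Δ1-17)-GTP substrate. Compound dosing: 16.5 µM single point, 1.26% DMSO. Timing: enzyme reaction 120 min at 25 °C after 20 min preincubation. Signal: GDP detection by fluorescence polarization. Read-out basis: percent inhibition of GAP-stimulated GDP formation, scaled between DMSO and no-Arfgap1 medians.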
ADAM10 inh: human ADAM10 inhibitors, primary screen, biochemical, QFRET, HTS; recombinant ADAM10, EDANS/DABCYL FRET peptide cleavage, 3 h; inhibition, % at 7 µM; 0.62% of 370,000 active; AID 720582, 2013;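 active means inhibition above a per-campaign cutoff equal to the mean of compounds falling between control-based bounds plus 3 SD, cut at about 20% in these data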;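 further: 0% = DMSO wells while the 100% control is not disclosed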
Tn7 DDE FP: inhibitors of Tn7 peptide binding to fibrin DD(E), primary screen, biochemical, fluorescence polarization, human fibrin, Tn7 probe | Fibrinogen beta chain (Homo sapiens), P02675 | FP displacement of FITC-Tn7 peptide from fibrin DD(E); 0% = median of compound wells per plate | inhibition, % at 8.3 µM | 0.13% of 370,000 active | AID 720508, 2013;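 active means inhibition above the mean of compounds falling within the control limits plus 3 SD of them, cut at about 14% in these data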;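 further: 0% = plate median of compound wells and 100% = 10 µM Aha-Tn7 peptide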
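Assay system: Human clot-derived fibrin DD(E) complex | Buffer or medium: Tris/NaCl/CaCl2 buffer, pH 7.8 | Repeats: One replicate per compound | Benchmarks: Aha-Tn7 high control | Measure: % inhibition scaled between sample-field median and high-control FP | Schedule: 10 min plus 3 h, room temperature | Signal: Fluorescence polarization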
TDP2 inh: human TDP2 enzyme inhibitors, primary screen, biochemical, epi absorbance, recombinant enzyme; Tyrosyl-DNA phosphodiesterase 2 (Homo sapiens), O95551; T5PNP hydrolysis, p-nitrophenol absorbance 415 nm; inhibition, % at 12.8 µM; 0.34% of 370,000 active;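 active means inhibition above the mean of all tested compounds plus 3 SD, set per campaign, cut at about 25% in these data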;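 further: 0% = DMSO with enzyme and 100% = buffer with substrate but no TDP2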
Target sequence (O95551 whole entry, looked up): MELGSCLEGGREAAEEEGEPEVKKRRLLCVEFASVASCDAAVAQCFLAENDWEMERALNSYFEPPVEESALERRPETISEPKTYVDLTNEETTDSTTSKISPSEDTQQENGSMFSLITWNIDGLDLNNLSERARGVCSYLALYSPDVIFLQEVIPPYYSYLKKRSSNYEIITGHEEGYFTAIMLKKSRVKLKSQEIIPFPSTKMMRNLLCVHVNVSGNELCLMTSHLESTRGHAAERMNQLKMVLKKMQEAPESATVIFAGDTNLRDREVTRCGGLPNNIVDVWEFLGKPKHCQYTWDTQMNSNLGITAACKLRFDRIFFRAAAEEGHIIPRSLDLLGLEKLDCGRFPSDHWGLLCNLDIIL
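Test system: Human TDP2 enzyme | Reagent: 5 mM T5PNP | Compound dosing: 12.8 µM single point, 1% DMSO | Incubation: Enzyme reaction with compound for 2 h at 37 °C | Technique: p-Nitrophenol epi absorbance | Read-out: % inhibition relative to enzyme-containing and enzyme-free wells | Benchmarks: High control without enzyme, low control DMSO plus TDP2 | Replicates: Singlicate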
ADAM17 inh: ADAM17 inhibitors, primary screen, biochemical, QFRET. inhibition, % at 6.95 µM. AID 720648, 2013. recombinant ADAM17, EDANS/DABCYL FRET peptide cleavage. 0.83% of 370,000 active. Disintegrin and metalloproteinase domain-containing protein 17 (Homo sapiens), P78536;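 active means inhibition above the mean of compounds lying between control limits plus 3 SD, set per campaign, cut at about 8.5% in these data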;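 further: 0% = DMSO-only wells as the low control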
* = called active by the depositor. Rows are unselected (roughly 4.2% active in at least one column).

SMILES | Tn6 DDE FP | PLC-gamma1 inh | LEDGF integ inh | ASAP1 inh | proKLK7 act | ARFGAP1 inhibitor | ADAM10 inh | Tn7 DDE FP | TDP2 inh | ADAM17 inh
C[C@@H]1ON(C)[C@H]2C[C@H]3c4[nH]c5cccc(Br)c5c4CCN3C(=O)[C@@H]12 | 1 | 4 | -2 | 7 | 0.5 | -7 | -9 | 2 | -14 | -2
CC12CC(c3ccccc3O1)C(/C(N)=N/NC(=O)c1ccc(F)cc1)C(=O)N2 (stereo not drawn) | 4 | 0 | -9 | 4 | -0.5 | 2 | -1 | 8 | -3 | -6
COc1cc(OC)cc(-c2c(C#Cc3ccsc3)c3cc(-c4cc(F)cc(F)c4)ccc3n2C)c1 | 6 | -11 | 1 | -6 | -0.1 | 2 | 8 | 5 | -5 | -5
COc1ccc(-c2csc(NC(=O)C3=NN(c4ccccc4)C(=O)CC3)n2)cc1 | -1 | -2 | 0 | -8 | -0.1 | 0 | 8 | 6 | -1 | 6
Cc1cccc(-c2nc(N)nc(N)n2)c1 | 5 | -1 | 1 | 8 | 0.0 | 0 | 2 | 1 | -8 | 1
CCOC(=O)N1CCN(C(=O)c2cc3ccc(OC)cc3[nH]2)CC1 | -6 | -14 | 0 | 4 | -0.4 | -4 | 8 | 1 | -6 | -2
COC(=O)c1oc2c(c1C)C1(CCC2)SCCS1 | 0 | -1 | -3 | 9 | 0.1 | 3 | -6 | -3 | -4 | -2
CS(=O)(=O)c1ccc(-c2nnc(NC(=O)c3ccc(S(=O)(=O)N4CCCC4)cc3)o2)cc1 | -2 | -2 | 1 | 0 | 0.0 | -2 | -2 | -1 | 11 | -2
C[C@H](NC(=O)[C@H]1N2C(=O)c3ccccc3C2SC1(C)C)C(=O)N1CCC[C@H]1CO (stereo partly drawn) | 14 | 3 | 2 | -11 | -0.6 | -2 | 1 | -5 | -8 | 0
CC(Cc1c[nH]c2ccccc12)C(=O)N1CCN(c2ccccc2F)CC1 (stereo not drawn) | 2 | 1 | 3 | 0 | 0.4 | -7 | 6 | -1 | 2 | 0
CC(CN1CCCC1)OC(=O)c1ccc(Cl)cc1 (stereo not drawn) | 4 | 3 | 0 | 9 | -0.4 | -10 | -2 | 2 | 8 | 1
CCc1sc(C(=O)NC)cc1Br | 1 | -3 | 3 | 2 | 0.1 | -11 | 2 | 2 | 9 | -3
O=C1NCCN1Cc1ccc(F)cc1 | 0 | 1 | -2 | 4 | -0.5 | 10 | -11 | -2 | -10 | -4
Cn1c(SCC(=O)NCC2CCCO2)ncc(C(=O)Nc2ccc(Cl)cc2)c1=O (stereo not drawn) | 1 | -2 | 4 | 6 | 0.6 | 1 | -5 | -4 | -11 | -2
O=C(NCC1CC1)c1ccc2sc([C@@H]3O[C@H](CO)[C@H](O)[C@H](O)[C@H]3O)nc2c1 | -4 | -2 | -2 | -21 | 0.1 | -7 | -1 | 8 | 6 | -1
COc1cc(OC)cc(C(=O)Nc2cccc(NC(=O)c3cc(OC)cc(OC)c3)n2)c1 | -7 | 0 | 0 | 2 | 0.4 | 6 | 2 | 3 | -1 | -2
COc1ccc(NC(=O)CCn2cccc2)c(OC)c1 | -1 | 5 | 1 | 1 | 0.2 | 0 | -10 | 3 | -18 | -8
O=C(NCCc1ccccc1)C1CCCN1C(=O)Nc1ccccc1 (stereo not drawn) | 9 | -2 | 5 | 0 | 0.1 | -8 | -4 | -1 | 0 | 1
COc1cccc(NC(=O)Cc2nnc(SCC(=O)NC(C)c3ccccc3)n2C)c1 (stereo not drawn) | 4 | -1 | -3 | -2 | 1.1 | 6 | 4 | -3 | -8 | -2
Cc1cc(=O)n2nc(-c3ccccc3)sc2c1C#N | -4 | -28 | -1 | -2 | -0.6 | 6 | -28 | 10 | 0 | -14
O=C(O)C1CCCN(S(=O)(=O)c2ccc(-c3ccc(=O)[nH]n3)s2)C1 (stereo not drawn) | -6 | 0 | 2 | 4 | -0.2 | -4 | -4 | -1 | 12 | -3
CC(C)NC(=O)/C(C#N)=C/c1ccc(N(C)C)o1 | 1 | -4 | 0 | -4 | 0.9 | 4 | 7 | -23 | 3 | 5
Cn1c(N)c(C(=O)COC(=O)c2ccco2)c(=O)n(C)c1=O | 4 | -2 | -2 | -19 | 0.2 | 3 | 2 | 2 | -2 | -1
Cc1ccc(S(=O)(=O)Nc2cc(C(F)(F)F)ccc2N2CCOCC2)c(C)c1 | -2 | 0 | -1 | -1 | 0.1 | 11 | 8 | -4 | -3 | 3
C=CCNc1cccc2c1S(=O)(=O)N[C@@H](Cc1ccccc1)CO2 | 0 | 0 | -4 | -8 | -0.1 | -6 | -8 | 8 | 6 | 0

In the list so far, these have a Cl atom:
SMILES | Tn6 DDE FP | PLC-gamma1 inh | LEDGF integ inh | ASAP1 inh | proKLK7 act | ARFGAP1 inhibitor | ADAM10 inh | Tn7 DDE FP | TDP2 inh | ADAM17 inh
CC(CN1CCCC1)OC(=O)c1ccc(Cl)cc1 (stereo not drawn) | 4 | 3 | 0 | 9 | -0.4 | -10 | -2 | 2 | 8 | 1
Cn1c(SCC(=O)NCC2CCCO2)ncc(C(=O)Nc2ccc(Cl)cc2)c1=O (stereo not drawn) | 1 | -2 | 4 | 6 | 0.6 | 1 | -5 | -4 | -11 | -2

Carrying on:
SMILES | Tn6 DDE FP | PLC-gamma1 inh | LEDGF integ inh | ASAP1 inh | proKLK7 act | ARFGAP1 inhibitor | ADAM10 inh | Tn7 DDE FP | TDP2 inh | ADAM17 inh
CCN(CC(=O)N1CCN(Cc2ccccc2)CC1)S(=O)(=O)c1ccccc1 | 8 | -1 | -7 | 11 | -0.4 | 2 | -8 | 0 | -8 | 1
O=C(NCc1ccccc1F)C1CCCN(S(=O)(=O)c2ccc(-n3cnnn3)cc2)C1 (stereo not drawn) | -1 | 1 | 2 | -9 | -0.1 | -5 | 2 | 4 | -4 | -1
O=c1cc(CSc2nnnn2-c2ccccc2)[nH]c2[nH]n(-c3ccccc3)c(=O)c12 | 2 | 5 | 2 | 4 | 0.5 | 7 | 12 | -4 | -14 | 4
CN(C)S(=O)(=O)c1ccc(C(=O)OCc2ccc([N+](=O)[O-])cc2)cc1 | -3 | 4 | 1 | 13 | 0.4 | 4 | 2 | -2 | 6 | 0
Cc1cccc(Nc2ccc(S(=O)(=O)N3CCOCC3)cc2[N+](=O)[O-])c1 | -4 | 3 | 3 | -3 | -0.7 | 13 | 14 | -7 | -18 | 6
Cc1nc2cc(NC(=O)c3ccc([N+](=O)[O-])s3)ccc2s1 | -1 | -1 | 1 | 8 | 0.9 | 12 | 2 | 0 | 2 | -1
O=C(Nc1sccc1C(=O)NCc1ccco1)c1cccnc1 | 12 | -11 | -2 | -4 | 0.3 | 0 | 5 | 4 | 7 | 1
O=C(O)c1cnc(-c2ccccc2)nc1Sc1ccccc1Cl | -3 | 3 | 3 | -15 | -1.2 | -4 | -14 | 3 | -12 | -3
CC(OC(=O)CN1C(=O)NC2(CCCC2)C1=O)C(=O)c1ccc(C(C)(C)C)cc1 (stereo not drawn) | 3 | 3 | -1 | -16 | 0.1 | -13 | 8 | -4 | -21 | 6
O=C(NCC1CCN(C(=O)C(=O)c2cc3ccccc3o2)CC1)c1ccc2c(c1)OCO2 | 12 | 0 | 2 | -4 | 0.2 | 10 | 2 | -7 | 1 | -1
COc1ccc(-c2noc(-c3cccs3)n2)cc1OC | -1 | -5 | -1 | -9 | -0.5 | -11 | -2 | 4 | 11 | 0
Cc1ccccc1OCc1nnc(SCc2cc(=O)[nH]c3ccccc23)o1 | -7 | 2 | 1 | 0 | -0.3 | 14 | 9 | 0 | 4 | -3
CC1CN(S(=O)(=O)c2cccc(C(=O)OC/C(O)=C(\C#N)c3nc4ccccc4[nH]3)c2)CC(C)O1 (stereo not drawn) | 1 | -9 | -1 | -11 | 0.0 | -2 | -2 | 1 | 2 | -2
Cc1ccc(C)c(N2CCN(C(=O)CCCn3c(=O)c4cccn4c4cccnc43)CC2)c1 | -11 | -18 | 0 | -3 | 1.0 | -3 | 1 | -3 | -6 | 1
CCC(CC)NC(=O)c1cccc(Oc2ccccc2)c1 | -8 | -2 | -1 | 1 | 0.0 | 5 | -3 | -5 | 3 | -2
CC(C)N(C)c1ncnc2c1ncn2[C@H]1CN(CCc2ccccc2)C[C@@H](CO)O1 | 5 | -1 | -4 | -6 | 0.4 | 12 | -4 | 6 | 11 | -5
COc1ccc(Cl)cc1N1C(=N)SCC1=O | 5 | 3 | 1 | -12 | -0.6 | 5 | 3 | -3 | -8 | 4
COc1cccc(NC(=O)COC(=O)c2ccc3c(c2)OCO3)c1 | 4 | 0 | -1 | 5 | 0.9 | 5 | 0 | 1 | 9 | -3
COCCn1nnnc1C(c1ccc(OC)c(OC)c1)N1CCc2ccccc21 (stereo not drawn) | -1 | 0 | -7 | 4 | -0.2 | 2 | 3 | 1 | -5 | -3
CNc1cc(=O)n(C)c(=O)n1-c1ccccc1 | 3 | 1 | -4 | 6 | -0.3 | -2 | -1 | -7 | 1 | -2
Cc1ccc(C(=O)NC(=S)Nc2ccc(N3CCOCC3)cc2)c(C)c1 | 4 | 2 | -2 | 13 | 0.4 | -6 | 16 | -4 | -4 | 0
O=C(Nc1ccc(OC(F)(F)F)cc1)N1CCN(c2ccnc3cc(Cl)ccc23)CC1 | -4 | -7 | -1 | 25* | -0.4 | 11 | 3 | -3 | -3 | 7
C/C(CC(=O)Nc1ccc([N+](=O)[O-])cc1)=N/NC(=O)C1C2CCCCC21 (stereo not drawn) | 1 | -2 | 1 | -1 | 0.4 | 2 | 6 | 3 | -15 | 0

Screening data (PubChem)
